# Bioassay records (PubChem BioAssay)
# Rab9 promoter act: activates the Rab9 promoter; Huh7 Rab9 promoter-luciferase reporter, luminescence, 24 h; Potency, µM (highest dose often 9.22 µM), inactives show top-dose activation, negative = inhibition, usual class: activators; hit rate 2.8% among 320,000; note: potency is the fitted concentration of half-maximal effect; % of control where 0% means no effect; nearly all actives have a fitted effect of over 60% in size
#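 Steps: seed 1500 Huh7 Rab9-luc cells per well, rest 2 h at 37 °C; add compound in DMSO; incubate 24 h; add luciferase reagent, 10 min ambient; read luminescence.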
# Tb PFK block: blocks T. brucei phosphofructokinase | O15648 | T. brucei PFK, ADP-Glo luminescence | Potency, µM (top dose mostly 57.5 µM), for inactives: at the highest dose activity, negative = inhibition, most hits filed as inhibitors | hit rate 0.17% among 330,000;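 note: potency is the fitted concentration of half-maximal effect; 0% = uninhibited 1x PFK enzyme wells and -100% = no-enzyme wells; nearly all actives have a fitted effect of over 60% in size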
# Target sequence (O15648 whole entry, looked up): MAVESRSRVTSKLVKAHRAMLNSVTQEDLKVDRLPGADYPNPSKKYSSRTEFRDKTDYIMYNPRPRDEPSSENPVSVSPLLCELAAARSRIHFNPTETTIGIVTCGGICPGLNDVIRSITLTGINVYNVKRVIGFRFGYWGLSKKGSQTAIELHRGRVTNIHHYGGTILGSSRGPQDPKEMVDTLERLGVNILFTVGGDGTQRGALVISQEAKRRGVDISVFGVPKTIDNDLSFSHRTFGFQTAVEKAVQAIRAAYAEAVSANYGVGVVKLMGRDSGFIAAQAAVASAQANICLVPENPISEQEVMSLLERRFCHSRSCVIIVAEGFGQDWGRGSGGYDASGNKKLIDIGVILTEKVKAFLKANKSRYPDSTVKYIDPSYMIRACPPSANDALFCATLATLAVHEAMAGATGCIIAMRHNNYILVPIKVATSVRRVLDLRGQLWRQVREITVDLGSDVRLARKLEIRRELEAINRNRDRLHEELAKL
#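 In TEA buffer at pH 8.0 with 5 mM MgCl2, enzyme (1.25 nM) converted F6P (0.5 mM) and ATP (0.1 mM) for 45 min at room temperature. ADP product was read by luciferase luminescence.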
# KCNH2 3.1 inh: blocks the human KCNH2 3.1 channel isoform. activity change, % (tested at about 1.8 µM). U2OS KCNH2 3.1, thallium flux FluxOr; hits give low values. hit rate 0.95% among 340,000;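 active = maximum activity change below -70%; inconclusive = maximum activity change from -70% to -50%; inactive = maximum activity change above -50%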;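 note: thallium influx rate constant from kinetic fluorescence after stimulation buffer; % is set by controls: 0 for no effect and ±100 for the full control effect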
#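 Steps: virus added to U2OS suspension (4 h, RT, dark); medium with 10% FBS added, cells plated, 37 C overnight; FluxOr/Red40 loading buffer 45 min RT; stimulation buffer, 2 min kinetic read; rate constant normalized.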
# NPC1 promoter act: activates the NPC1 promoter | Huh7 NPC1 promoter luciferase reporter, 24 h | hit rate 2.4% among 320,000 | Potency, µM (series often up to 9.22 µM), without a hit: at the top dose activation, actives largely listed as activators;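 note: potency is the fitted concentration of half-maximal effect; % of control where 0% means no effect; nearly all actives have a fitted effect of over 60% in size; reporter is driven by a mutant NPC1 promoter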
#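 NPC1 promoter–luciferase Huh7 cells; 24 h compound; luminescence.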
# FLuc modulator: counter-screen for miR-21 project: firefly luciferase inhibitors or activators; hit rate 6.9% among 360,000; AID 588342; P08659; purified FLuc, Km substrates, luminescence inhibition; Potency, µM (titrated, usually from 57.5 µM), without a hit: top-dose activity change, negative = inhibition, usual class: inhibitors;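 note: potency is the fitted concentration of half-maximal effect; plate controls were vehicle for no effect and reference inhibitor for full effect; nearly all actives have a fitted effect of over 55% in size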
# Target sequence (P08659 whole entry, looked up): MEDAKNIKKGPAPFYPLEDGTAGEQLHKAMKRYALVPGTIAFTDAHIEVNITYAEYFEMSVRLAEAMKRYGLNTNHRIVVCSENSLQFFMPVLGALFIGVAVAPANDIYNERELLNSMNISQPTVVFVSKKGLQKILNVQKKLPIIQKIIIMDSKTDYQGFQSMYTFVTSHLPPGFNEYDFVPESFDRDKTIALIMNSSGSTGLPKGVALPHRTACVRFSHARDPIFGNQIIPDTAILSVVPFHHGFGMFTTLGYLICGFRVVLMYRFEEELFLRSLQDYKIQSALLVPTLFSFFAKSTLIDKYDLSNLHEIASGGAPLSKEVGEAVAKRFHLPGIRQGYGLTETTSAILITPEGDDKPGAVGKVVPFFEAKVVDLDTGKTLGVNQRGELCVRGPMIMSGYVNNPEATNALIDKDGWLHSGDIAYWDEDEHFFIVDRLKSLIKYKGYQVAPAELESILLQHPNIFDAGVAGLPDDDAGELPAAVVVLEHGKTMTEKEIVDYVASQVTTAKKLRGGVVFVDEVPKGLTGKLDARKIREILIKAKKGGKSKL
#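 Biochemical qHTS of compounds, final roughly 60 µM downward over six points, against 10 nM purified firefly luciferase using Km concentrations of substrates (10 uM D-luciferin, 10 uM ATP) in Tris acetate pH 7.5 buffer; luminescence output.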
# RORgamma inh: ROR gamma (mouse) transcription inhibition; Potency, µM (series often up to 53.6 µM), inactives show at the highest dose activity change, negative = inhibition, hits mostly inhibitors; P51450; AID 2551; Drosophila S2 Gal4-RORgamma UAS-luciferase reporter, 20 h; hit rate 5.4% among 310,000; note: potency is the fitted concentration of half-maximal effect; % is set by controls: 0 for no effect and ±100 for the full control effect; nearly all actives have a fitted effect of over 60% in size
#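 Compounds are pin-transferred onto Drosophila Schneider cells expressing a copper-inducible Gal4–ROR gamma transactivation domain fusion. After 1 hr, copper sulfate is added to 700 uM final; luciferase is read 20 hr later.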
# VP16 counter: inhibits Gal4-VP16 luciferase reporter, ROR gamma counter-screen. Drosophila S2 Gal4-VP16 UAS-luciferase, luminescence, 20 h. Potency, µM (series often up to 53.6 µM), for the others: at the top dose activity, negative = inhibition, usual class: inhibitors. AID 2546. hit rate 3.5% among 310,000;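 note: Gal4-VP16 expression switched on by copper sulfate through the metallothionein promoter; potency is the fitted concentration of half-maximal effect; % is set by controls: 0 for no effect and ±100 for the full control effect; nearly all actives have a fitted effect of over 50% in size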
# ELG1 genotoxic: inducers of genotoxicity in HEK293T ELG1-luciferase cells. hit rate 1.3% among 330,000. HEK293T ELG1-luciferase reporter, luminescence, 16 h. AID 504466. Potency, µM (series often up to 46 µM), for the others: top-dose activity change, positive = activation, usual class: activators; note: potency is the fitted concentration of half-maximal effect; % of control where 0% means no effect; nearly all actives have a fitted effect of over 60% in size
#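 16 hr compound incubation (37 °C, 5% CO2) of HEK293T cells carrying luciferase-tagged ELG1; luciferase then measured by ONE-Glo luminescence after 30 min at RT.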
# Giardia kill: Giardia lamblia killing. Giardia lamblia trophozoite viability. hit rate 0.15% among 340,000. activity change, % at 7.66 µM, hits read low; in the data active = activity change below about -80%; inconclusive = between about -30% and that limit;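 note: parasites exposed to compound for two days anaerobically before the ATP read; % is set by controls: 0 for no effect and ±100 for the full control effect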
#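 Luminescence from cellular ATP indicates surviving trophozoites (100 cells/well) following 48 hrs anaerobic compound treatment at 37 deg C; signal develops 15-30 min at room temperature.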
# uPA surface inh: inhibitors of cell surface uPA generation; cell surface uPA generation assay, qHTS; Potency, µM (doses to about 38.3 µM), without a hit: at the top dose activity change, negative = inhibition, usual class: inhibitors; hit rate 0.31% among 330,000; active = well fitted inhibition curve with a large enough effect; inconclusive = small, poorly fitted or top-dose-only effect; inactive = no such curve, though single readings can be large or run the other way; tested in mouse RAW 264.7 cells; note: potency is the fitted concentration of half-maximal effect; % is set by controls: 0 for no effect and ±100 for the full control effect; nearly all actives have a fitted effect of over 55% in size
# FBPA coupling cs: inhibits coupling enzyme system, counter-screen for aldolase hits. coupling enzyme system counterscreen, AmpLite Red fluorescence. hit rate 0.67% among 290,000. activity change, negative = inhibition, % at 58.2 µM, hits read low. AID 2472; in the data active = activity change below about -30%; note: % is set by controls: 0 for no effect and ±100 for the full control effect
#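 Final compound at 57.5 uM, incubated 10 min at RT with coupling enzyme reagent (glyceraldehyde-3-phosphate), then 20 min with substrate and AmpLite Red detection. Fluorescence read at 525/598 nm; tests interference with the coupling assay, not aldolase inhibition.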
# Numbers without * were called inactive; ? = inconclusive; . = no result given; & = joins results of further samples; [ ] = another dose, or the depositor's remark. Unless noted, calls come from the whole dose curve; as a rule, active = well fitted curve in the direction sought with a large enough effect; inconclusive = small, poorly fitted or top-dose-only effect, or another doubt; inactive = no such curve, though single readings can be large; an effect the other way counts as inactive or inconclusive.
SMILES,Rab9 promoter act,Tb PFK block,KCNH2 3.1 inh,NPC1 promoter act,FLuc modulator,RORgamma inh,VP16 counter,ELG1 genotoxic,Giardia kill,uPA surface inh,FBPA coupling cs
COCCNC(=O)C(c1ccc(F)cc1)N(CC1CCCO1)C(=O)CCC(=O)Nc1ccccn1 (centres undefined),-3%,-5%,6,-7%,4%,9%,-1%,1%,-11,2%,1
CCc1nnc(NC(=O)CSc2nnc(CNc3ccc(OC)cc3)n2C)s1,3%,0%,-15,1%,2%,24%,9%,4%,3,4%,1
O=C(NNC(=O)c1ccc(O)cc1O)c1ccc(Cl)cc1,5%,0%,11,14%,?,-40%,-6%,?,-9,-11%,11
CCCc1cc(=O)[nH]c(SCC(=O)Nc2sc3c(c2C#N)CCCC3)n1,6%,0%,1,-2%,-1%,33%,13%,0%,1,-1%,.
Cc1ccc2c(c1)cc(C)c1nnc(SCC(=O)NCc3ccco3)n12,2%,-11%,-1,8%,-3%,-1%[10 µM],-3%,2%,-7,6%,1
O=C(NCC1CCCO1)c1ccc(NC(=O)c2cccc([N+](=O)[O-])c2)cc1 (centres undefined),-7%,3%,3,2%,-1%,13%,-5%,-9%,4,3%,0
O=c1oc(-c2ccco2)nc2sc3c(c12)CCCCC3,3.5µM*,-1%,7,?,0.67µM*,14%,-24%,9%,-3,-2%,-3
CS(=O)(=O)N(CC(=O)N1CCCC1)Cc1ccccc1,1%,-1%,-1,-1%,0%,-23%,3%,-1%,2,6%,0
CCN(CC)CC(O)COC(c1ccccc1)c1ccccc1 (centres undefined),-7%,1%,-8,-4%,-2%,41%,-7%,-1%,-9,-9%,0
Cc1cccc(NC(=O)CCC(=O)N/N=C/c2ccco2)c1,0%,-3%,0,-2%,1%,23%,-1%,0%,8,0%,-1
COc1ccc(NS(=O)(=O)c2cccc(C(=O)NNC(=O)c3ccc(C)o3)c2)cc1,-5%,11%,-17,-3%,-1%,.,.,-2%,7,-14%,.
CC(C)SCCCCOc1ccc2ccccc2c1,?,0%,-3,?,17µM*,13%,1%,3%,-5,.,4
O=C(NC(Nc1ccccn1)C(Cl)(Cl)Cl)c1ccccc1 (centres undefined),2%,-1%,-8,0%,2%,0%,-14%,-6%,-22,1%,0
Oc1c(N=NC(=S)Nc2ccccc2F)c2ccccc2n1Cc1ccccc1F,-3%,1%,-3,-14%,-4%,2.5µM*,4µM*,-10%,-25,?,0
CCOC(=O)C1CCN(CC(O)COCc2ccc3c(c2)OCO3)CC1 (centres undefined),1%,0%,-1,-2%,1%,-2%,1%,-3%,1,?,1
CCOC(=O)N1CCC(NC(=O)CCC(=O)N2CCOc3ccccc32)CC1,0%,-1%,-6,7%,1%,1%,-4%,-1%,10,1%,1
Cc1nc(Nc2ccc(C(=O)O)cc2)nc(Nc2ccc(C(=O)O)cc2)c1[N+](=O)[O-],-6%,6%,17,-9%,-19%,?,-7%,-2%,-21,-2%,1
FC(F)(F)c1ccc(-c2csc(-c3ccno3)n2)cc1,18%,-6%,-23,11%,27µM*,15%,-4%,-1%,-12,?,0
COc1ccc2sc(N(CCCN(C)C)C(=O)c3ccc(C(=O)c4ccccc4)cc3)nc2c1,-10%,1%,-37,12%,-2%,.,.,-4%,27,-5%,.
CCC(=O)N1CCc2cc(Br)cc(S(=O)(=O)Nc3c(C)n(C)n(-c4ccccc4)c3=O)c21,1%,-3%,.,-1%,-10%,31%,-7%,-12%,.,.,3
CC1Cc2nc(SCC(=O)NCC3CCCO3)n(-c3ccc(F)cc3)c(=O)c2S1 (centres undefined),-1%,-5%,-7,-2%,2%,26%,-2%,-1%,5,0%,-3
CCn1c2ccccc2c2cc(NC(=O)c3cc(OC)c(OC)c(OC)c3)ccc21,-23%,0%,-11,-8%,-13%,-1%,-12%,4%,-9,-9%,0
COc1cccc(NC(=O)C(=O)c2cn(CC(=O)N3CCCC3)c3ccccc23)c1,18%,-2%,17,15%,5.4µM*,43%,19%,-4%,-8,-21%,.
CCOc1ccccc1C(=O)NCc1ccco1,6%,-20%,-24,-3%,0%,9%,13%,0%,-19,-5%,4
COC(=O)CCCC1=CC2=C(c3ccccc3)C(=O)C(C)(OC(=O)C3CCCC3)C(=O)C2=CN1Cc1ccc2c(c1)OCO2 (centres undefined),-3%,-8%,-10,-9%,0%,18%,18%,-1%,9,8%,-4&-25
CC(=O)N1CCN(c2ccc(NC(=O)c3cc(Cl)ccc3Cl)cc2)CC1,0%,-3%,8,0%,4%,12%[1.91 µM],-15%,0%,5,8%,1
CNC(=S)N1CCC(NC(=O)C(Cc2ccc(OC)cc2)NC(C)=O)CC1 (centres undefined),1%,-3%,-12,-4%,4%,-6%,2%,0%,-6,24%,1
CC(C)NC(=O)NC(=O)COC(=O)C1(C)CC1(Cl)Cl (centres undefined),-5%,-5%,5,0%,-6%,14%,7%,4%,-3,11%,3
COc1ccc(CC(=O)OCC(=O)Nc2ccc(Cl)cc2C)cc1,.,-3%,5,.,.,.,.,4%,-13,-1%,.
CCC(=O)NC(=S)Nc1cccc(NC(=O)c2ccccc2Cl)c1,-6%,-3%,4,0%,?,11µM*,-25%,-2%,9,-10%,0
O=C(OCC(=O)N1c2ccccc2Sc2ccccc21)c1ccc[n+]([O-])c1,0%,9%,-4,0%,-1%,34%,0%,-1%,6,4%,0
CC(=O)Nc1ccc(C(=S)NCc2ccco2)cc1,-4%,1%,5,2%,3%,55%,18%,-4%,-5,1%,6
CCN(CC(=O)Nc1c(Cl)cccc1Cl)C(=O)C1CCN(c2ncnc3sc(C)c(C)c23)CC1,-2%,-6%,-13,-10%,3%,.,.,-1%,-9,7%,.
COc1ccc(Cl)cc1C(=O)NC1=NCCS1,14%,2%,-7,0%,?,?,?,3%,18,3%,2
O=C(CCCC(=O)OCC(=O)c1ccc(Cl)cc1)NC1CCCCC1,4%,2%,-5,3%,12µM*,-42%,7%,3%,-14,-3%,4
CCn1cc(S(=O)(=O)CC(=O)Nc2cc(C)on2)c2ccccc21,-3%,1%,-7,-6%,0%,20%,0%,-3%,6,-7%,0
CCS(=O)(=O)N1CCCC(C(=O)N2CCc3ccccc3C2)C1 (centres undefined),2%,0%,0,-1%,0%,21%,0%,0%,-18,2%,-5
O=c1[nH]nc(SCc2cc(Cl)ccc2Cl)c(=O)[nH]1,0%,4%,2,-7%,-1%,1%,-4%,1%,4,3%,4
COCCn1c(C)cc(C(=O)CSc2nc3nc(C)cc(C)n3n2)c1C,-6%,-3%,-8,-1%,-19%,30%,3%,1%,-3,4%,4
CNc1ccc(S(=O)(=O)NCC(=O)OC(C)C(=O)N(C)Cc2ccccc2)cc1[N+](=O)[O-] (centres undefined),1%,0%,30,0%[1.84 µM],1%,.,.,2%,-9,-7%,.
COc1cccc(OCCOc2ccc(/C=C3/SC(=S)NC3=O)cc2)c1,5%,-10%,4,2%,?,?,?,1%,-5,6%,5
Cc1noc(C)c1-c1nnc(-c2ccc(OC(F)(F)F)cc2)o1,28%,-2%,7,21%,-17%,11%,-7%,6%,8,-5%,0
CC(=O)c1cccc(NC(=O)CCNS(=O)(=O)c2cccc3nonc23)c1,4%,-6%,-31,-5%,1%,2%,5%,-4%,-3,-1%,1
Cc1ccc(Cl)cc1-n1ncc2c(NNC(=O)c3ccco3)ncnc21,2%,-2%,-7,-12%,-4%,?,-2%,4%,-20,9%,-3
O=C(/C=C/c1cccs1)NCc1ccccc1,-5%,-19%,6,9%,-19%,19%,-2%,7%,-7,-2%,-2
CN([C@@H](C(=O)OC(C)(C)C)c1ccccc1)S(=O)(=O)c1cccc(S(=O)(=O)N(C)[C@@H](C(=O)OC(C)(C)C)c2ccccc2)c1,-1%,1%,3,-1%,-1%,-31%,6%,-6%,-8,22%,-2
Cc1nnc(NC(=O)CN2CCN(Cc3ccccc3Cl)CC2)s1,-2%,-6%,-7,1%,0%,-24%,-5%,-8%,-10,25%,-1
CCCCOC(=O)c1cc(=O)[nH]c(=O)[nH]1,-4%,0%,6,-5%,-2%,-1%,2%,11%,-19,-3%,4
CCOC(CCn1c(SCC(=O)Nc2cc(C)on2)nc2ccccc2c1=O)OCC,-6%,1%,-14,-2%,-2%,-5%,1%,-4%,-7,3%,-1
CCOc1ncccc1C(=O)NCCN1C(=O)S/C(=C/c2cccs2)C1=O,-1%,-1%,-22,-9%,0%,?,-11%,-9%,12,11%,-2
O=C(O)c1ccc(N/N=C/C=C/c2ccccc2)cc1,0.25µM*,-25%,24,0.32µM*,0.6µM*,11µM*,1.1µM*,?,11,3%,5

# Outcome played no part in choosing rows; about 14% have a hit in one of these screens.
